# Source: PubChem (National Center for Advancing Translational Sciences (NCATS))
# IMPase cell inh: membrane-permeable compound that blocks inositol monophosphatase. P97697. CHO-M1 cells, IP1 accumulation, HTRF TR-FRET ratio. inhibition (IP1 accumulation), % at 46.1 µM. 120,000 tested, under 10 active; active = well fitted curve in the direction sought with a large enough effect in the signal ratio, not every such curve was filed as active; inconclusive = small, poorly fitted or top-dose-only effect, or a change in a side signal; inactive = no such curve, though single readings can be large or run the other way; the % refers to the signal ratio;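 also: cells stimulated with carbachol in lithium chloride buffer; plate controls were DMSO basal wells for no effect and reference inhibitor wells for full effect; higher means more IMPase inhibition seen as more IP1 and lower FRET ratio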
# Target sequence (P97697 whole entry, looked up): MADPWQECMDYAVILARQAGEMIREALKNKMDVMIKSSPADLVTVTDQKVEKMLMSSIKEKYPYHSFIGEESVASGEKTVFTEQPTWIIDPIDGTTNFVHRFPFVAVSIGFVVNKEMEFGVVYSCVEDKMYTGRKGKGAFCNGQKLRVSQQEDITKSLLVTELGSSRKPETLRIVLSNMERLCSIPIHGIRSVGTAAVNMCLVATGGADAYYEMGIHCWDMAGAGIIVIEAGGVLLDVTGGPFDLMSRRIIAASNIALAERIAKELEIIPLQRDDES
#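 Elevated IP1 in lysates lowers TR-FRET signal (665/620 ratio and 620 channel reported). Cells were CHO-M1, given carbachol (50 uM as added) plus 50mM LiCl, pH 7.4, 30 min, 37C; compounds titrated up to 46 uM; AC50 by Hill equation.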
# 12-hLO inh: inhibitors of human 12-lipoxygenase (ALOX12); purified 12-hLO, xylenol orange hydroperoxide absorbance; 150,000 tested, 0.12% active; P18054; Potency, µM (series often up to 57.1 µM), inactives show at the highest dose activity change, negative = inhibition, actives largely listed as inhibitors; AID 1452; also: potency is read from the fitted curve at half-maximal effect; nearly all actives have a fitted effect of over 55% in size; many of its hits are not listed in these tables
# Target sequence (P18054 whole entry, looked up): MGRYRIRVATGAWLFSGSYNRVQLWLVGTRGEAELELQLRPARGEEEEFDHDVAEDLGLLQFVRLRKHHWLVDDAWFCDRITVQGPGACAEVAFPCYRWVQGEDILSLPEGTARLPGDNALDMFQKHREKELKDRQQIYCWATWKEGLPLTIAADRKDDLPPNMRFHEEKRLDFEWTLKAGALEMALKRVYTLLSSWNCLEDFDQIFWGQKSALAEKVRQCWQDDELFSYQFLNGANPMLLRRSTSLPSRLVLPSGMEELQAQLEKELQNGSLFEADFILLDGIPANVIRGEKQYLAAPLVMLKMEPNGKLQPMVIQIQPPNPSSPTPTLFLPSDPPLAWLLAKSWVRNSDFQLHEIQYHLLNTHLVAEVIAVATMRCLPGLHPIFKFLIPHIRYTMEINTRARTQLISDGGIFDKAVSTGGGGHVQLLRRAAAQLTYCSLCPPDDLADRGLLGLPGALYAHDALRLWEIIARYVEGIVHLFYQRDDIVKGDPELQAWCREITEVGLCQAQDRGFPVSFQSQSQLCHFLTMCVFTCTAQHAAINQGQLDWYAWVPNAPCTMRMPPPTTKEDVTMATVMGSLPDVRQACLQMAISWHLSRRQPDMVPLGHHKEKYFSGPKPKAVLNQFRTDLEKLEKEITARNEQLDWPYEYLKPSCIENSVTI
#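 Xylenol orange chromogenic assay: hydroperoxide from 12hLO oxidises Fe(II), giving red-shifted Fe(III)-XO absorbance. Conditions: 150 nM enzyme, 40 uM arachidonic acid, 25 mM Hepes pH 7.0, 0.01% Triton X-100, 30 min, room temperature.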
# PNC assembly inh: perinucleolar compartment assembly inhibition | PC3M PTB-GFP, PNC prevalence imaging, 16 h; hits give low values | activity change (PNC), negative = inhibition, % at 10 µM | 140,000 tested, 3.1% active | AID 2417;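 active = readout at or below -70, meaning at least 70% loss of cells showing the perinucleolar compartment, a nuclear body marking cancer cells; inconclusive = readout between -30 and a set limit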;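 also: plate controls were DMSO wells for no effect and camptothecin positive control wells for full effect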
#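 Read-out is percentage of cells bearing a perinucleolar compartment, from automated 20x imaging of fixed, Hoechst-stained PC3M PTB-GFP cells. Cells were seeded 4 h, then exposed 16 h to compound (23 nl of library stock) in duplicate plates.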
# 15-hLO-2 inh: 15-hLO-2 (ALOX15B) enzyme inhibition; purified 15hLO-2, xylenol orange hydroperoxide absorbance; 110,000 tested, 0.56% active; Potency, µM (doses to about 57.1 µM), for the others: at the top dose activity change, negative = inhibition, usual class: inhibitors; O15296; also: potency is read from the fitted curve at half-maximal effect; nearly all actives have a fitted effect of over 60% in size; many of its hits are not listed in these tables
#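 Enzyme 50 nM, AA 45 uM, 25 mM Hepes pH 7.5 + 0.01% Triton X-100; cpd preinc 15 min RT, rxn 90 min RT; stop/detect with 200 uM XO + 300 uM Fe(II) in 50 mM H2SO4, 30 min; A573/A405.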
# * hit, by the source's call; ? = inconclusive; · = no result given; [ ] = dose if it differs, or a comment. Unless noted, calls follow the shape of the dose curve; as a rule, active = well fitted curve in the direction sought with a large enough effect; inconclusive = small, poorly fitted or top-dose-only effect, or another doubt; inactive = no such curve, though single readings can be large; an effect the other way counts as inactive or inconclusive. Unless noted, % is scaled to controls: 0 for no effect and ±100 for the full control effect. An excerpt; the hit share may differ from the screen's.
Molecule | PNC assembly inh | 12-hLO inh | IMPase cell inh | 15-hLO-2 inh
CCCc1cc(NCCCCO)n2c(nc3ccccc32)c1C#N | 1 | -3% | -7 | -5%
CCOc1ccc2c(c1)OC(c1ccc(C)cc1)(C(F)(F)F)NC2=O (stereo not given) | -26 | 3% | · | ·
Cc1ccc(NC(=O)CSc2ccccc2NC(=O)c2cccc(Cl)c2)cc1Cl | ? | 0% | -9 | ·
COc1cc2nc(CC(C)C)n(NC(=O)c3ccccc3)c(=O)c2cc1OC | 14 | -3% | 17 | -6%
COc1cccc(C(c2sc3nc(C)nn3c2O)N2CCN(C(=O)c3ccco3)CC2)c1 (stereo not given) | 16 | 2% | -3 | -2%
NC(=O)[C@H](Cc1cc2ccccc2s1)NC(=O)[C@@H]1CC2(CC(c3cccc(NC(=O)[C@@H]4CCC(=O)N4)c3)=NO2)CN1C(=O)c1ccccc1 (stereo not given in full) | 89 | 7% | 3 | 9%
O=C1CC(C2CCCO2)C(=O)N1Cc1ccccc1 (stereo not given) | ? | -2% | 4 | 4%
C=CCNc1ncnc2c1cnn2-c1cccc(C)c1 | 1 | -17% | -5 | -4%
CCOC(=O)C(NC(=O)c1ccccc1Cl)(Nc1ccc(C)c(C)c1)C(F)(F)F (stereo not given) | ? | 0% | · | ·
CCS(=O)(=O)c1c([N+](=O)[O-])ncn1C | 22 | 0% | · | ·
O=C(Cn1cncn1)NCc1ccc(Cl)cc1 | ? | -4% | · | ·
CN1CCN(c2nc(-c3cccc(NS(C)(=O)=O)c3)nc3ccccc23)CC1 | · | -2% | · | 7%
CCOC(=O)CNC(=O)CSc1nnc(SCC(=O)NCC(=O)OCC)s1 | 11 | 2% | 12 | 16%
COCCCNC(=O)c1cc2c(-c3ccc(Cl)cc3)nn(C)c2s1 | 8 | 3% | -8 | 11%
CCOC(=O)C1CCCN(Cc2cc(Br)c(OC)cc2OC)C1 (stereo not given) | ? | -3% | 6 | -2%
COc1ccc(-c2[nH]nc(-c3ccccc3)c2-c2nc3ccccc3[nH]2)cc1 | 67 | -12% | 8 | 37%[activator]
N#Cc1c(-c2ccccc2)cc2nc3ccccc3n2c1N | 42 | 2% | -19 | ·
Cc1ccc(C)c(OCCN2C(=O)NC3(CCc4ccccc4C3)C2=O)c1 (stereo not given) | -24 | -5% | · | ·
Cc1ccc(C)cc1 | · | -1% | · | -16%
Cc1ccc(C(=O)NCC(=O)NCC(=O)OCC(=O)c2ccc(F)cc2)cc1 | 42 | 2% | · | ·
CCOC(=O)C(NC(=O)c1cccc(Cl)c1)(Nc1sc2c(c1C(N)=O)CCC2)C(F)(F)F (stereo not given) | -9 | -6% | 9 | ·
CCCC(=O)Nc1ncnc2c1ncn2[C@@H]1O[C@H]2COP(=O)(O)O[C@@H]2[C@@H]1OC(=O)CCC | · | 2%[25.6 µM] | 3[20.6 µM] | -1%[25.6 µM]
CC[C@H](NC(C)C)[C@H](O)c1ccc(O)c(O)c1 | · | -2%[25.6 µM] | -1[20.6 µM] | -6%[25.6 µM]
COc1ccc([C@H]2[C@H](C(=O)C(C)(C)C)N3N=Cc4ccccc4C3[C@]23N=C(c2ccccc2)OC3=O)cc1 (stereo not given in full) | 30 | -24% | 4 | -9%
CCN(CC)CCCNC(=O)c1cc(-c2ccc(O)cc2)on1 | 35 | 10% | 6 | -2%
CC(C)NC(=O)CCCc1ccccc1 | -13 | 2% | 1 | 12%
CC(C)(C)c1nc2ccccc2c2nnc(SCC(=O)NCc3ccco3)n12 | -19 | 4% | 0 | -6%
COc1ccc([N+](=O)[O-])cc1NC1C2CC3CC(C2)CC1C3 (stereo not given) | 66 | -3% | -18 | 2%
Cc1cccc(N2CC(O)=C(c3nc4ccccc4n3C)C2=N)c1 | ? | -1% | -4 | 23%
CC(/C=N\NC(=O)CN1CCN(S(=O)(=O)c2ccc(C)cc2)CC1)=C\c1ccccc1 | -19 | -6% | 7 | ·
COc1ccccc1CNC(=O)c1ccc2nc3[nH]c4ccccc4c3nc2c1 | ? | -2% | 7 | ·
Cc1cc(C)n(-c2cc(N3CCOCC3)nc(-c3ccccc3)n2)n1 | ? | 0% | -9 | 2%
CCNC(=O)c1c(O)c2cccc3c2n(c1=O)CC3 | -11 | -3% | -8 | -3%
COc1cccc(S(=O)(=O)Nc2ccc3sc(C)nc3c2)c1 | 12 | -4% | 4 | -21%
CCOC(=O)C(NC(=O)c1ccc(F)cc1)(Nc1sc2c(c1C(N)=O)CCC2)C(F)(F)F (stereo not given) | -10 | -4% | · | ·
O=C1c2ccccc2C(=O)N1CC1=CCS(=O)(=O)C1 | -2 | -2% | 7 | 2%
CC(C)OC(=O)CCC(=O)Nc1nc2ccccc2s1 | -16 | 4% | 6 | 2%
O=C(Cc1ccccc1)NC(NNc1ccccc1)(C(F)(F)F)C(F)(F)F | -19 | -8% | 21 | ·
CC(=O)Nc1cccc(C(=O)N2CCN(Cc3ccccc3)CC2)c1 | ? | 17% | 4 | 7%
CC(C)CN1CC[C@@]2(CCCN(C(=O)c3ccco3)C2)C1 | · | 0% | · | 1%
CCc1cc[n+](C2=C([O-])c3ccccc3C(=O)/C2=N\S(=O)(=O)c2cccs2)cc1 | ? | -8% | · | ·
CCCCc1cc(O)c(CCCC)c(O)c1 | 33 | -21% | 15 | ?
O=C(NCc1ccco1)c1c(O)c2cccc3c2n(c1=O)CCC3 | 19 | -12% | -3 | -4%
COc1ccccc1NC(=O)c1nnn(CC(=O)Nc2ccccc2)c1N | ? | -1% | -12 | ·
N#Cc1cccc(NC(=O)N2CCCC3(CCN(C(=O)c4ccco4)CC3)C2)c1 | · | 4% | · | 10%
Cc1ccc2cc3c(N)c(C(=O)Nc4c(C)[nH]c(=O)[nH]c4=O)sc3nc2c1 | 25 | -5% | · | ·
O=C(Nc1ccc2c(c1)OCO2)N1CCN(c2ncccn2)CC1 | -17 | -2% | -3 | -1%
CCOc1ccc(C(C(=O)NC2CCCCC2)N(C(=O)c2ccco2)c2ccc(-n3cnnn3)c(C)c2)cc1 (stereo not given) | -1 | -1% | 10 | ·
CC(=O)N1CCC[C@@]2(CCN(c3ncccn3)C2)C1 | · | 4% | · | 0%
C#CCOC(=O)CCCC(=O)Nc1ccccc1OC | 5 | -5% | 8 | -12%

# Other compounds
Molecule | PNC assembly inh | 12-hLO inh | IMPase cell inh | 15-hLO-2 inh
CCN(CC)c1ccc(NC(=O)/C=C/c2cc(Br)ccc2OC)cc1 | 81 | 1% | 6 | -24%
Nc1[nH]n2c(=O)c3c(nc2c1N=Nc1ccc(Cl)cc1)CCCC3 | ? | 12% | -4 | 35%[activator]
OCc1nnc2c3ccccc3c(-c3ccccc3)nn12 | ? | 4% | 7 | -7%
CN(C)c1ccc(C(=O)OCC(=O)NCC2CCCO2)cc1 (stereo not given) | 11 | -2% | -6 | 2%
CCN(CC)S(=O)(=O)c1ccc(OC)c(NC(=S)Nc2cccc(C)c2C)c1 | 9 | 1% | · | ·
COC(=O)C1=C(C)n2cnnc2NC1c1ccc(Cl)cc1 (stereo not given) | -25 | -2% | -4 | -1%
CCOc1ccccc1NC(=O)CCC(=O)Nc1ccccc1OCC | ? | 4% | -2 | -5%
CC(C)c1ccc(NC(=O)COc2nnc(-c3cccs3)c(-c3cccs3)n2)cc1 | ? | -5% | -4 | -20%
CC(NC(=O)c1ccc(N2CCCC2=O)cc1)c1ccccc1 (stereo not given) | -7 | -4% | 2 | 4%
O=CN1CCC(=O)N(Cc2ccccc2)c2ccccc21 | -22 | 1% | 7 | 0%
CCCS(=O)(=O)N1CCN(Cc2ccc3c(c2)c2ccccc2n3CC)CC1 | -10 | -21% | · | ·
CCc1nc2c(C#N)c(-c3ccc(Cl)cc3)ccn2n1 | -4 | -2% | 8 | 0%
CCCC(C)(C)NC(=O)CCCCC(=O)NC(C)(C)CCC | -27 | 2% | 3 | 7%
CC(C)OC(=O)c1cc(NC(=S)Nc2ccc([N+](=O)[O-])cc2)cc(C(=O)OC(C)C)c1 | 13 | -6% | -5 | ·
O=C(NC(=S)Nc1ccc(Cc2ccncc2)cc1)c1ccccc1 | 90 | -9% | · | ·
Cc1cccc(NC(=O)CCN2CCN(C/C=C/c3ccccc3)CC2)c1 | -23 | 9% | 0 | 50%[activator]
CCOC(=O)CSc1nnc(-c2ccc(Cl)cc2Cl)o1 | ? | -8% | 6 | 8%
CCOc1ccc(NC(=O)CN(c2ccc([N+](=O)[O-])cc2)S(=O)(=O)c2ccccc2)cc1 | 21 | -6% | · | ·
O=C(NCc1cccs1)c1cnc2sccn2c1=O | ? | 3% | -4 | 2%
CC(=O)c1c(C)[nH]c(C(=O)CSc2ncnc3sc(-c4ccccc4)cc23)c1C | 4 | -1% | · | ·
O=C(c1sc2ccccc2c1Cl)N1CCN(c2ccc(F)cc2)CC1 | ? | -14% | 10 | -10%
CCOC(=O)CNC(=O)CSc1nnc(Cn2cnc3ccccc32)n1C | 44 | -2% | 2 | -1%
COc1ccc(C(=O)NC(C)c2nnc(SCC(=O)Nc3nc4ccccc4s3)n2C)cc1 (stereo not given) | 17 | -4% | 6 | -1%
CCCSc1nc(-c2ccccc2)cc(C(F)(F)F)c1C#N | 33 | 1% | -1 | -9%
COc1ccc(NC(=O)CSc2nc(N)c(C#N)cc2C#N)cc1 | 41 | -8% | -15 | -9%
CC(C)C(c1nnnn1Cc1ccc(F)cc1)N1CCSCC1 (stereo not given) | 0 | -7% | 5 | ·
CCOP(=O)(OCC)C(NC(=O)Nc1ccccc1)c1ccccc1 (stereo not given) | 48 | -2% | -8 | ·
O=C(c1ccc2c(=O)n(CC3CCCO3)c(=S)[nH]c2c1)N1CCN(c2ccccc2)CC1 (stereo not given) | -27 | 3% | -11 | -18%
Cc1ccc(-c2nnc(-c3ccncc3)n2-c2ccc(C)cc2)cc1 | ? | 0% | 4 | 5%
COc1cccc(-n2nnc3c(=O)n(CC(=O)N4CCCCC4)cnc32)c1 | 4 | 1% | 5 | -2%
COc1ccc(N2CC(C(=O)Nc3ccc(N4CCOCC4)cc3)CC2=O)cc1 (stereo not given) | -113* | 6% | -6 | 5%
CCC(=O)Nc1nc(C)nc(C)c1C(C)=O | ? | 0% | 13 | 2%
CCN1CCCC(NC(=O)c2scc3c2CCCC3)C1 (stereo not given) | 21 | 8% | 0 | 10%
Cc1sc(NC(=O)C2C3CCC(C3)C2C(=O)O)c(C(N)=O)c1-c1ccc(C(C)(C)C)cc1 (stereo not given) | ? | -9% | · | ·
CC1(C)CC(=O)C(C2c3ccccc3Oc3ccccc32)C(=O)C1 | -12 | -3% | · | ·
O=C(N/N=C\c1c(O)ccc2ccccc12)c1ccc(S(=O)(=O)N2CCCCC2)cc1 | 56 | 2% | · | ·
O=C(NCc1ccccc1)c1cccc(COc2cc(Cl)ccc2Cl)c1 | ? | -4% | 17 | ·
Cc1cc2n(n1)C(c1sccc1C)Nc1c(C)cccc1-2 (stereo not given) | 17 | -8% | 5 | 12%
O=C1/C(=C\c2cccnc2)CCc2ccccc21 | 9 | 0% | 2 | 5%
COc1ccc(N/C=C/C(=O)c2ccc(Cl)cc2)cc1 | 27 | 0% | · | ·
O=C(C1CCCO1)N1CCC(c2nc3ccccc3[nH]2)CC1 (stereo not given) | -3 | 1% | 3 | 8%
CCN(C(=S)Nc1ccc(Oc2ccccc2)cc1)c1ccccc1 | ? | 0% | -1 | ·
CN(c1cccc(NC(=O)CN(c2cccc(Cl)c2)S(=O)(=O)c2ccccc2)c1)S(C)(=O)=O | 50 | -3% | -6 | ·
O=C(O)CCn1cc(/C=C\C(=O)c2ccc(Cl)cc2)c(-c2cccc(Br)c2)n1 | 44 | -3% | -1 | ·
